# MOR-DOR inv ag: inverse agonist of human OPRM1-OPRD1 heterodimerization; inhibition, % at 9.3 µM; cell-based MOR-DOR heterodimer luminescence, inverse agonism; P35372+P41143; hit rate 0.21% among 340,000; in the data active = inhibition above about 22%, passing the limit was not always enough;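 also: 0% = cells with DMSO and 100% = wells without cells with DMSO; values of inactives mirror those of a sister screen read the other way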
# phage Ecoli inh: E. coli growth loss with phage present; growth absorbance; inhibition, % at 11.9 µM; hit rate 0.26% among 360,000; AID 651602; in the data active = inhibition above about 11%
# Pemphigus Ab inh: inhibitors of pemphigus antibody binding to human desmoglein-3; P32926; binding (percent of control), % at 10 µM; DSG3-coupled beads, scFv-anti-DSG3-GFP binding, flow cytometry; stronger effect = lower value; AID 588358; hit rate 0.48% among 310,000;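 active = binding more than 3 SD below its plate's average and above zero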; also: some compounds called inactive have numbers as strong as hits
# Target sequence (P32926 whole entry, looked up): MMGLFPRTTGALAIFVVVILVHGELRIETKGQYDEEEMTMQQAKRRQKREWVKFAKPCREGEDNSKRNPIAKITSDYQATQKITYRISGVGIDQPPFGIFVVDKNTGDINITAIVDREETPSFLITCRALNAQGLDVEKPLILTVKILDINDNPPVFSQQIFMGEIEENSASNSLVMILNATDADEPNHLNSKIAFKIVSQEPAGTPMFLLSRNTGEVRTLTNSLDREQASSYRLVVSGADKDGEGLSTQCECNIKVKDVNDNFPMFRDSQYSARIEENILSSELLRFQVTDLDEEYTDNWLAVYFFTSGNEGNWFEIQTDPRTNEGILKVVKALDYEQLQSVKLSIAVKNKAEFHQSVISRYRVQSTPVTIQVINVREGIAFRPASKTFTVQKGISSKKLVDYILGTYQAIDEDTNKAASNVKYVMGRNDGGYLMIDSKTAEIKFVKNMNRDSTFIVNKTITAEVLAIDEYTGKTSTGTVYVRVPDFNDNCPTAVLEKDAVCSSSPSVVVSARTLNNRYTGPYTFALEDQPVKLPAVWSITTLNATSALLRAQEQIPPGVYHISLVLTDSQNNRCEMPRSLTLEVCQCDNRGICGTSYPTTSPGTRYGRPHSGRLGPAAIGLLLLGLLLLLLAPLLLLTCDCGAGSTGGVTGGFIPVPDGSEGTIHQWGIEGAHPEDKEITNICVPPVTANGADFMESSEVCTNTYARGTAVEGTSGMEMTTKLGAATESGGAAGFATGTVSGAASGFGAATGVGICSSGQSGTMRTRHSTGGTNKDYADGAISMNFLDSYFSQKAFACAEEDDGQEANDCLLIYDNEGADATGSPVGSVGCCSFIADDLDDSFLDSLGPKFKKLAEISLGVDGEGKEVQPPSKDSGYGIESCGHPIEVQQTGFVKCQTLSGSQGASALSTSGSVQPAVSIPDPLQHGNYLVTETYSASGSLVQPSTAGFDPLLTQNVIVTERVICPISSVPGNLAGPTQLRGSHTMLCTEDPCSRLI
# PKA-R1A act: activates the PKA-R1A holoenzyme complex; P00514+P68181; PKA-R1A dissociation, Cy5-IP20 fluorescence polarization; scaled: DMSO 0%, 113 µM cGMP 100%; activation, % at 11.4 µM; hit rate 0.083% among 340,000; AID 504707;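 active = percent activation above the mean of all tested compounds plus 3 SD, cut at about 19% in these data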;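 also: higher means more PKAc released from R1A so a rise in polarization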
# PfHsp90 set2: inhibits growth of yeast expressing Plasmodium falciparum Hsp90. S. cerevisiae expressing PfHsp90, BacTiter-Glo ATP, 48 h; yeast lacking PDR1 and PDR3 efflux regulators. inhibition, % at 9.4 µM. hit rate 0.32% among 310,000;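 active = every replicate shows inhibition above about 80%, whatever the replicate mean, limit read from the data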;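 also: 0% = DMSO neutral controls and 100% = 20 µM radicicol positive controls; yeast relying on Plasmodium falciparum Hsp90 in place of its own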
# SUMO Mot1 rescue: inhibitors of SUMOylation pathway: yeast Mot1-301 growth rescue; S. cerevisiae Mot1-301 growth rescue, ATP luminescence, 38.5C; percent above DMSO median, 100 means doubled; growth rescue, % at 18.8 µM; hit rate 1% among 320,000;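 active = every valid replicate shows activation above 250% relative to neutral control wells; inactive = the rest, any valid replicate at or below 250%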;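 also: OY570 slx delta 5 strain wells were the positive control but not used for scaling; some compounds called inactive have numbers as strong as hits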
# MOR-DOR ag: OPRM1-OPRD1 heterodimerization agonism; AID 504326; hit rate 0.3% among 340,000; activation, % at 9.3 µM; P35372+P41143; cells, luminescence; in the data active = activation above about 18%;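 also: 0% = vehicle-treated cells and 100% = reference agonist; values of inactives mirror those of a sister screen read the other way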
# HTR5A inv ctr: counter-screen for OPRM1-OPRD1 inverse agonists: human HTR5A inverse agonism | HTR5A cell line, luminescence | inhibition, % at 9.3 µM | hit rate 0.083% among 340,000 | AID 504634; in the data active = inhibition mostly above about 23%, no sharp cut-off; inactive = mostly below about 18%;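 also: 0% = cells with DMSO and 100% = no-cell wells with DMSO; some compounds called inactive have numbers as strong as hits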
# HTR5A ag ctr: counter-screen for OPRM1-OPRD1 agonists: human HTR5A agonism. P47898. HTR5A agonist assay, luminescence, cell-based. activation, % at 9.3 µM. hit rate 0.61% among 340,000. AID 504692; in the data active = activation mostly above about 9.5%, no sharp cut-off; inactive = mostly below about 7.6%;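 also: 0% = cells with vehicle only and 100% = reference agonist; strong numbers were not always called active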
# AddAB inh: less growth of phage-infected E. coli with AddAB; hit rate 0.29% among 330,000; E. coli expressing H. pylori AddAB, absorbance growth; inhibition, % at 11.9 µM; in the data active = inhibition above about 12%;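 also: 0% = vehicle wells of infected cells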
# Ecoli viability: counter-screen for AddAB inhibitors: E. coli growth inhibition | E. coli V3065 growth, OD600 absorbance, 18 h | inhibition, % at 11.9 µM | hit rate 0.27% among 330,000 | AID 449728;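 active = inhibition above the campaign's mean inhibition across all tested compounds plus 3 SD, cut at about 9.9% in these data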;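 also: uninfected addAB+ strain grown without phage in ampicillin broth; 0% = DMSO wells and 100% = ciprofloxacin 0.95 µg/ml wells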
# An asterisk follows results filed as active; . = no result given.
smiles	Ecoli viability	phage Ecoli inh	Pemphigus Ab inh	HTR5A ag ctr	AddAB inh	MOR-DOR ag	PKA-R1A act	HTR5A inv ctr	MOR-DOR inv ag	PfHsp90 set2	SUMO Mot1 rescue
Cc1cccc(NC(=O)c2cc([N+](=O)[O-])ccc2NCC2CCCO2)n1 (stereo unspecified)	-0.8	-0.1	105	-1	5.8	-0.1	-1	2	1	-19	3
CC(=O)Nc1ccc(NC(=O)C(NS(=O)(=O)c2cccc3nsnc23)C(C)C)cc1 (stereo unspecified)	2.1	-1.0	104	-1	1.9	-3.2	-1	15	16	-3	6
CCOC(=O)c1c(NC(=O)CN2C(=O)NC3(CCCCC3C)C2=O)sc(C)c1CC (stereo unspecified)	1.8	0.5	.	-3	1.7	1.7	-14	8	-11	-18	-8
Cc1ccc(-n2ncc3c(=O)n(CC(=O)NC4CCCCC4)cnc32)cc1	1.8	-1.0	103	-7	0.9	-0.7	-7	11	4	28	-21
CCC1CCCCN1CCNC(=O)CNS(=O)(=O)c1ccc2nc(C)sc2c1 (stereo unspecified)	1.0	2.5	117	1	2.6	3.0	1	-2	-16	11	315*
COc1ccc(CNC(=O)COC(=O)c2ccc(S(=O)(=O)N3CCCCC3)cc2)cc1	1.4	2.7	116	3	1.3	-3.1	-4	-11	15	1	-9
CCOC(=O)C1=C(C)N(CCCCCC(=O)O)C(=O)NC1c1ccc(Cl)cc1 (stereo unspecified)	0.2	2.4	103	1	3.4	-2.4	3	-5	13	-24	-3
COc1ccc(CN(C)Cc2nc3scc(-c4ccccc4)c3c(=O)[nH]2)cc1OC	-3.8	0.9	106	4	4.4	0.1	-7	-11	0	10	-8
O=C(NCc1ccccn1)/C(=N/O)c1ccccc1	-1.1	1.2	104	4	3.2	-0.7	1	-13	3	31	10
CC(=O)Nc1cccc(NC(=S)Nc2cccc(Cl)c2C)c1	3.6	3.8	95	8	2.2	-2.2	1	10	11	-11	.
CCN(CC)CCN1C(=O)C(=O)/C(=C(/O)c2c(C)[nH]c(C(=O)OC)c2C)C1c1ccccc1 (stereo unspecified)	-2.9	2.3	96	-2	0.2	-0.7	5	-5	4	6	4
COc1ccc(CNC(=O)[C@H](Cc2c[nH]c3ccccc23)NC(=O)[C@@H]2Cc3ccccc3CN2)cc1	1.8	-1.4	109	-1	3.0	-0.3	4	-5	2	-13	-19
c1ccc(-n2nnnc2Oc2ccc(-n3ccnc3)cc2)cc1	-4.1	0.9	94	3	-1.8	-1.4	-5	2	8	-6	688
CCOC(=O)c1ccc(-c2ccc3oc(-c4ccsc4)cc(=O)c3c2)cc1F	-1.2	1.4	101	1	0.1	-3.2	-14	-10	15	-11	-16
COc1cc(/C=N/O)ccc1Oc1cnccn1	1.2	1.3	102	1	0.1	-3.4	6	-3	16	51	10
Cc1ccc(-c2nc3cc(Cl)ccc3o2)cc1	-0.4	-0.4	.	-4	-0.8	-1.6	0	-6	9	2	-5

# 3 entries picked at random from those above:
smiles	Ecoli viability	phage Ecoli inh	Pemphigus Ab inh	HTR5A ag ctr	AddAB inh	MOR-DOR ag	PKA-R1A act	HTR5A inv ctr	MOR-DOR inv ag	PfHsp90 set2	SUMO Mot1 rescue
c1ccc(-n2nnnc2Oc2ccc(-n3ccnc3)cc2)cc1	-4.1	0.9	94	3	-1.8	-1.4	-5	2	8	-6	688
Cc1ccc(-c2nc3cc(Cl)ccc3o2)cc1	-0.4	-0.4	.	-4	-0.8	-1.6	0	-6	9	2	-5
O=C(NCc1ccccn1)/C(=N/O)c1ccccc1	-1.1	1.2	104	4	3.2	-0.7	1	-13	3	31	10

# (next part)
smiles	Ecoli viability	phage Ecoli inh	Pemphigus Ab inh	HTR5A ag ctr	AddAB inh	MOR-DOR ag	PKA-R1A act	HTR5A inv ctr	MOR-DOR inv ag	PfHsp90 set2	SUMO Mot1 rescue
COc1ccc([C@H]2CC(=O)C=C(c3ccc4ncccc4c3)C2)cc1OC	1.8	1.4	107	-6	5.2	-2.0	-7	15	11	-6	-6
CCC(C)N(C(=O)COc1ccc(-c2nnco2)cc1)C1CCS(=O)(=O)C1 (stereo unspecified)	1.0	3.8	106	2	2.4	0.3	-1	-5	-2	5	14
Cc1cc(NC(=O)c2sccc2C)n(-c2cccc(Cl)c2)n1	2.9	-3.1	112	3	1.7	-1.3	5	9	7	10	-6
COC(=O)c1ccc(C)c(NC(=O)CCc2ccc(OC)c(OC)c2)c1	0.5	4.6	92	4	1.7	-2.4	-3	22	12	-1	-11
CCOC(=O)c1sc(NC(=O)CN2CCN(c3ccccc3)CC2)nc1C	-2.2	0.9	98	0	-1.2	2.9	-4	1	-14	3	15
CC1(C)CC(NS(=O)(=O)c2ccc(Cl)cc2)CC(C)(C)N1	-1.0	1.7	119	1	2.6	-0.7	-4	-2	4	-15	-2
Nc1nonc1NC(=O)CSc1nc2ccccc2s1	-0.5	1.4	108	4	2.0	0.6	-1	-10	-3	12	14
COc1ccc(Br)cc1C(=O)NC(=S)Nc1ccc(Cl)c(C(=O)O)c1	0.8	1.7	84	6	1.7	-0.6	-3	-17	3	-36	5
COc1ccccc1C(=O)N/N=C(\C)c1ccc(NC(=O)Cc2ccccc2)cc1	3.6	1.5	101	-1	3.0	3.1	11	1	-13	-12	58
CCCCn1c(N)c(N(CC(C)C)C(=O)CSC(C)C(=O)Nc2cc(C)on2)c(=O)[nH]c1=O (stereo unspecified)	2.5	2.3	99	3	2.0	-2.3	-4	-9	12	30	8
CC(C)CN(C(=O)CSc1nnc(-c2ccco2)o1)c1c(N)n(Cc2ccccc2)c(=O)[nH]c1=O	-0.9	-2.8	111	-5	3.6	0.3	-7	15	-2	.	3
CC(=C1C2C=CC1C1C(=O)NC(=O)C21)c1ccccc1 (stereo unspecified)	0.5	1.1	101	4	2.0	-2.7	5	-12	14	-24	116
O=C(CN1C(=O)c2cccc([N+](=O)[O-])c2C1=O)N1CCN(S(=O)(=O)c2ccccc2)CC1	3.3	1.2	98	-7	1.8	-2.6	5	24	14	10	10
CC(=O)NC1=NN(C(C)=O)C2(CCCC2)S1	-2.0	5.6	105	-2	-0.7	-2.8	-2	23	14	-2	-6
CC(=O)c1cc2c(cc1NC(=O)CN1CCOCC1)OCO2	1.4	-1.8	107	4	2.2	-0.5	-4	3	3	2	-17
O=C(NCCC1=CCCCC1)C1CC(=O)N(C2CCCCCC2)C1 (stereo unspecified)	-1.2	1.2	96	1	1.4	-2.9	1	4	17	-13	-6

# One compound at a time, as listed above. Screens in order: Ecoli viability | phage Ecoli inh | Pemphigus Ab inh | HTR5A ag ctr | AddAB inh | MOR-DOR ag | PKA-R1A act | HTR5A inv ctr | MOR-DOR inv ag | PfHsp90 set2 | SUMO Mot1 rescue
# CCCCn1c(N)c(N(CC(C)C)C(=O)CSC(C)C(=O)Nc2cc(C)on2)c(=O)[nH]c1=O (stereo unspecified) across the screens: 2.5 | 2.3 | 99 | 3 | 2.0 | -2.3 | -4 | -9 | 12 | 30 | 8
# CC(=O)NC1=NN(C(C)=O)C2(CCCC2)S1 across the screens: -2.0 | 5.6 | 105 | -2 | -0.7 | -2.8 | -2 | 23 | 14 | -2 | -6

# Other structures:
smiles	Ecoli viability	phage Ecoli inh	Pemphigus Ab inh	HTR5A ag ctr	AddAB inh	MOR-DOR ag	PKA-R1A act	HTR5A inv ctr	MOR-DOR inv ag	PfHsp90 set2	SUMO Mot1 rescue
Cc1c(CC(=O)O)c(=O)oc2cc(OCc3ccc(Br)cc3)ccc12	-0.5	2.8	.	-3	2.2	-0.8	-4	9	4	17	0
COc1ccccc1C(=O)NCC(=O)OCC(=O)N1CC(C)OC(C)C1 (stereo unspecified)	.	-0.1	107	-7	.	-0.6	7	-25	4	-19	.
COc1ccccc1-n1cc(C(=O)c2cc(Cl)ccc2O)cc(C#N)c1=O	-1.6	1.8	97	1	-0.2	2.0	-13	-2	-10	7	-5
O=C(Nc1ccc(N2CCOCC2)cc1)c1ccc2c(c1)OCO2	-1.7	9.0	95	1	4.6	-1.3	11	-4	7	20	4
CNc1ccccc1C(C)(C)c1cc(-c2cccc(Br)c2)no1	1.4	2.7	119	2	-2.3	4.9	-10	-8	-24	-3	1
CN(C)C(=O)N=NC(=O)N(C)C	3.3	3.3	121	5	0.2	-0.8	-3	-12	4	-15	8
N#C/C(=C\c1ccc(OCc2ccc(Br)cc2)cc1)C(=O)Nc1cccc(C(=O)O)c1	-0.7	1.3	111	-7	-11	-1.3	3	18	7	-20	7
Cc1ccc(S(=O)(=O)N2CCN(C(=O)CSc3nnc(C)c(=O)[nH]3)CC2)cc1	-1.8	0.5	111	1	1.9	-2.6	-5	-8	14	3	-1
NC(=O)CC(NC(=O)Cc1ccc(Br)cc1)c1ccc(NCCc2ccc(F)cc2)c([N+](=O)[O-])c1 (stereo unspecified)	-4.4	1.8	103	-3	-0.1	-0.9	12	-10	5	4	-6
CC(=O)c1ccccc1C(=O)NCc1cccnc1	-4.3	1.5	104	-3	6.2	0.1	8	11	-1	-6	-9
COc1cccc(N2CCN(C(=S)NCCc3ccccc3)CC2)c1	1.5	1.9	103	-2	-0.1	1.9	0	-8	-10	-13	25
CCCC(=O)Nc1cccc(-c2nc3ccccc3c(=O)o2)c1	1.4	5.4	73	3	2.9	-3.3	0	12	16	12	89
CC1CCN(CCCCOc2cccc(Br)c2)CC1	1.0	2.8	94	4	4.6	-0.1	4	-8	1	-3	373*
COc1cc([C@@H]2OC[C@@H]3[C@H]2CO[C@@H]3c2ccc3c(c2)OCO3)ccc1O	1.8	2.5	102	0	2.4	-1.0	0	1	6	14	14
CC1CCCN(c2nc3c(c(=O)[nH]c(=O)n3C)n2CCSc2nc3ccccc3o2)C1 (stereo unspecified)	2.9	1.1	97	-1	-1.6	-1.2	-8	11	7	7	-14
CC[C@]12C(=O)N(C)C[C@H]([C@@H]3C(=O)N(C)C(=O)[C@@H]31)N2C(=O)c1ccc(C(F)(F)F)cc1	1.2	0.3	105	-2	3.4	-2.2	-5	-20	12	-19	-8
Cc1ccc(NC(=O)CSCC(=O)OC(C)C(=O)Nc2ccc(S(N)(=O)=O)cc2)c(C)c1 (stereo unspecified)	-0.8	-0.1	103	1	0.5	-0.2	-17	1	2	14	262
O=C(c1ccc2c3c(cccc13)CC2)N1CCOCC1	-0.3	-0.2	103	2	2.5	-1.6	-2	13	7	-21	2
S=C(Nc1ccc(Cl)c(Cl)c1)N1CCCC1	-2.3	0.9	95	-1	1.1	0.0	-9	4	0	14	19
CC(C)=CC(=O)Nc1ccc(Cl)cc1	0.1	4.9	90	-2	3.2	-2.1	-4	-10	13	-7	579
Cc1ccc(CS(=O)(=O)CCC(=O)NCCC(C)C)cc1	0.1	1.5	100	-3	2.6	-2.8	11	-23	14	.	66
Cc1ccc2c(Cl)cc(Cl)c(OCC(=O)NC(C)(C)C)c2n1	-3.4	-1.5	96	2	-3.7	0.6	-10	-7	-3	-56	-13
Cc1nnc(NC2=NCCCCC2)o1	-0.1	2.0	0	6	0.2	-3.5	-7	1	18	67	-14

# Rows are unselected. Share with any hit: about 3.2%.
